High-throughput results: PubChem, Broad Institute
miR-122 sensor = miR-122 inhibition in Huh7 cells; Huh7 miR-122 Renilla luciferase sensor, 48 h; neutral wells = 0, positive control = 100; activation (reporter increase), % at 12.5 µM; 340,000 compounds, 0.3% hits;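 active = mean replicate activation score at least 90 and every replicate individually at or above 90; inconclusive = only one of the two criteria met; inactive = neither criterion met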;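 note: higher luciferase means less miR-122 activity so hits act as miR-122 inhibitors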
ERp5 inh = ERp5 (human) disulfide isomerase inhibition; Q15084; ERp5 insulin aggregation, absorbance 650 nm, 90 min; inhibition, % at 9.99 µM; 350,000 compounds, 0.05% hits;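 active = mean replicate inhibition above about 25%, with every replicate also reaching it, limit read from the data, passing the limit was not always enough; inconclusive = only one of those two criteria met; inactive = neither criterion met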
ERAP1 HTS inh = inhibitors of human ERAP1 aminopeptidase | recombinant ERAP1, Leu-AMC fluorescence, 60 min | 340,000 compounds, 0.15% hits | inhibition, % at 10.7 µM | Q9NZ08;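 active = mean replicate inhibition of at least 30%, or all replicates individually reaching that 30% level; inactive = mean below 30% and not every replicate reaching it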;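 note: 0% = neutral control wells and 100% = L-leucinethiol positive control wells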
Target sequence (Q9NZ08 whole entry, looked up): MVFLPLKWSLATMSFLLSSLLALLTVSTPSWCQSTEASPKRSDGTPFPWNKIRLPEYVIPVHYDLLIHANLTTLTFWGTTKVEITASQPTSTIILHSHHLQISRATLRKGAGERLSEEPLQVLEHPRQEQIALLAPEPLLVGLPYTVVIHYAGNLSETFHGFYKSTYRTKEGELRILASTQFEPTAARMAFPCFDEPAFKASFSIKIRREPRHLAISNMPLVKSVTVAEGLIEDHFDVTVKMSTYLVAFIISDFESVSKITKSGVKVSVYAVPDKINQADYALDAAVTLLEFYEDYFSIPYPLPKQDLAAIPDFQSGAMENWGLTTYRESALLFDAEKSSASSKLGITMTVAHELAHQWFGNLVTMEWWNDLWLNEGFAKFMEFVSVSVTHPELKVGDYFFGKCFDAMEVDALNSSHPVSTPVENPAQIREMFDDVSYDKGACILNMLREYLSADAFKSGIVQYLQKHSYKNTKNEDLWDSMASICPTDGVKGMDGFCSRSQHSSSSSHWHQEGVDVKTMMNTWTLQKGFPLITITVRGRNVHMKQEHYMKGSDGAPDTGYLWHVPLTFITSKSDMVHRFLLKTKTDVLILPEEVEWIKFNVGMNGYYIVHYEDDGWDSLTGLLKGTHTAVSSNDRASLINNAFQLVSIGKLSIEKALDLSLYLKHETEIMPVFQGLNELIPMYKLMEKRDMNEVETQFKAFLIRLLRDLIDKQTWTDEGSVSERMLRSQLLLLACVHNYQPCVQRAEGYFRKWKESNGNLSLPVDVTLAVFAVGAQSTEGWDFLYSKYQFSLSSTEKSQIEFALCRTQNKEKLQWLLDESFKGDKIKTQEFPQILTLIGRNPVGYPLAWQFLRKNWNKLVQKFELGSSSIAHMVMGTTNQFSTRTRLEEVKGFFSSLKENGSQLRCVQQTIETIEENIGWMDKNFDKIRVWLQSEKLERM
SIRT5 inh = blocks human SIRT5 desuccinylation of peptide; Purified SirT5, succinyl-peptide AMC, trypsin-coupled fluorescence; 330,000 compounds, 1.1% hits; inhibition, % at 15 µM; Q9NXA8; in the data active = inhibition above about 15%; inconclusive = no clear call, values can overlap the other calls
CASP6 VEID inh = caspase-6 (human) enzyme inhibition; P55212; purified caspase-6, Z-VEID-R110 cleavage fluorescence; inhibition, % at 12.5 µM; 350,000 compounds, 0.53% hits; AID 686996;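 active = mean inhibition across replicates at least about 35%, with every replicate also reaching that limit, limit read from the data; inconclusive = only one of the two criteria met; inactive = neither criterion met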;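 note: 0% = median of neutral control wells and 100% = no fluorescence left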
DENV2 CPE = DENV2-induced cell death inhibition. DENV2-infected cells, cytopathic effect rescue, plate reader. CPE inhibition, % at 9.99 µM. 350,000 compounds, 1.7% hits. AID 651640; in the data active = CPE inhibition above about 20%, passing the limit was not always enough; inconclusive = no clear call, values can overlap the other calls; tested in BHK-21 cells;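 note: 0% = median of neutral control wells and 100% = median of positive control wells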
CFTR F508del cor = CFTR F508del correction in bronchial cells; activity (quench increase), % at 7.58 µM; 350,000 compounds, 0.36% hits; CFBE cells, YFP halide quenching; stimulated with forskolin plus potentiator P3; % fluorescence drop versus neutral controls;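 active = mean added fluorescence quench of at least 8% versus neutral control, with both replicates also reaching 8%; inconclusive = only one of the mean or replicate conditions met; inactive = mean below 8% and not both replicates reaching 8%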;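 note: cells transiently co-express mutant CFTR-F508del with the halide-sensitive YFP; corrector assay measuring rescue of mutant channel to the surface after 24 h compound exposure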
The depositor's hits bear a star; ? = inconclusive; · = no result given; & = joins results of further samples; [ ] = remark or other dose. Rows were taken by chance; overall some 4% were active at least once.

entry | smiles | miR-122 sensor | ERp5 inh | ERAP1 HTS inh | SIRT5 inh | CASP6 VEID inh | DENV2 CPE | CFTR F508del cor
1 | COc1ccc(S(=O)(=O)Nc2ccc3c(c2)C(=O)N([C@H](C)CO)C[C@H](C)[C@@H](CN(C)Cc2ccncc2)OCCCC[C@@H](C)O3)cc1 | -7 | 10&-4 | 3&-3 | -4&-1 | 0&-2 | -1&-8 | -0.5&-1.9
2 | Cc1cc(C)n(CC(=O)N2CCCC(N3CCN(c4ccc(F)cc4)CC3)C2)n1 (configuration not stated) | -1 | 0 | -6 | -4 | -4 | 12 | -0.4
3 | C[C@H](CO)N1C[C@H](C)[C@H](CN(C)C(=O)Nc2ccc(F)cc2)OCCCC[C@H](C)Oc2ccc(NS(=O)(=O)c3ccc(F)cc3)cc2C1=O | -13[16.7 µM] | · | · | · | · | -6 | -0.9
4 | O=C(N/N=C/c1ccccn1)c1ccc(NC(=O)c2cccc([N+](=O)[O-])c2)cc1 | 7 | -3 | 3 | -1 | -2 | -4 | ·
5 | COC(=O)[C@@]12CCCCN1[C@H](c1ccc(-c3ccc(C(C)=O)cc3)c(OC)c1)[C@@H]1C(=O)N(C)C(=O)[C@@H]12 | -5 | -1 | 2 | · | 0 | 3 | -3.2
6 | O=C(Cn1c2ccc(F)cc2c2nc3n(c(=O)c21)CCS3)N1CCCC1 | 1 | -3 | 3 | -3 | 2 | · | ·
7 | CCCNC(=O)c1ccc(-c2nn(C)c(=O)c3ccccc23)cc1 | 0 | 0 | -1 | 1 | -2 | -7 | 1.0
8 | CN1CCC(=NNC(=O)C(=O)NCc2ccccc2)CC1 | · | 4 | -1 | 0 | -4 | 1 | -1.9
9 | C[C@H]1CN([C@@H](C)CO)C(=O)c2cc(C#CC3(O)CCCC3)cnc2O[C@@H]1CN(C)C(=O)C1CCC1 | -1[16.7 µM] | 6 | 0 | 5 | -3 | -12 | 0.5
10 | CCC(=O)Oc1ccc(C(=O)Nc2ccc3c(c2)OCO3)cc1 | 2 | -1 | -4 | 3 | -2 | ? | -1.0
11 | COc1cc2c(cc1OC)C(NNC(=O)c1ccc(Br)o1)=NC(C)(C)C2 | -2 | -6 | -5 | 8 | 1 | 10 | 1.4
12 | C[C@H](NC(=O)C[C@@H]1C[C@@H]2c3cc(NC(=O)CN(C)C)ccc3O[C@@H]2[C@H](CO)O1)c1ccccc1 | 1[16.7 µM] | 1 | -1 | -1 | -3 | -4 | -1.8
13 | Cc1ccc(NC(=O)c2nc[nH]c2C(=O)N(C)CCO)cc1 | 7 | 3 | 2 | · | -1 | 1 | 4.2
14 | CCCCCCN1CCN(C2CN(CCc3ccccc3)S(=O)(=O)C2)CC1 (configuration not stated) | 3 | -4 | -2 | -1 | -5 | ? | -2.3
15 | O=C1c2c(O)cc(O)cc2O[C@H](c2ccc(O)c(O)c2)[C@H]1O | 0 | -1 | 1 | 8 | 7 | -6 | 2.1
16 | C[C@@H]1CCCCO[C@H](CN(C)CC2CC2)[C@H](C)CN([C@@H](C)CO)C(=O)c2cc(NC(=O)c3ccccc3)ccc2O1 | -2[16.7 µM] | 1 | -7 | 1 | -12 | -4 | 0.0
17 | Cc1ccc(C(=O)OCC(=O)N2CCC(C)CC2)cc1S(=O)(=O)N1CCCCC1 | -3 | 3 | 1 | 0 | 5 | 2 | -2.1
18 | CC1=NN(C(N)=S)C(=O)C1N=Nc1ccc([N+](=O)[O-])cc1 (configuration not stated) | -4 | 2 | 2 | -3 | 0 | · | ·
19 | COCCN(C(=O)COC(=O)Cc1ccc(Cl)cc1)c1c(N)n(Cc2ccccc2)c(=O)[nH]c1=O | -9 | 2 | 0 | · | -93 | 12 | -1.1
20 | Cc1ncoc1C(=O)Nc1ncc([N+](=O)[O-])s1 | · | -1 | 7 | 2 | 15 | 4 | 1.9
21 | C=C1CCN([C@H](C(=O)NCc2ccc(Cl)c(Cl)c2)C(C)C)S(=O)(=O)c2ccccc21 | 1 | 2 | -3 | · | 1 | -20 | 0.1
22 | O=C1NC2c3c(I)sc(I)c3C(=O)C2O1 (configuration not stated) | 4 | 0 | 1 | · | 34 | 14 | -4.6
23 | C[C@H](CO)N1C[C@H](C)[C@H](CN(C)C(=O)Nc2ccccc2)Oc2ncc(Br)cc2C1=O | 4&-2[16.7 µM] | 5&5 | 0&0 | -1&-1 | 8&-1 | -8&0 | -0.4&4.4
24 | CCOc1ccccc1C(=O)NCC(=O)N1CCC(C)CC1 | 4 | -5 | -2 | 3 | 1 | 9 | 2.6
25 | C[C@H](CO)N1C[C@H](C)[C@H](CN(C)Cc2ccccn2)Oc2ncc(C3=CCCC3)cc2C1=O | 10[16.7 µM] | -1 | -2 | 3 | -7 | -5 | -1.5
26 | Cc1ccccc1C1c2[nH]c3ccccc3c2CCN1C(=O)c1ccc(=O)n(C)n1 (configuration not stated) | · | 2 | 1 | 1 | 2 | 3 | -1.6
27 | COc1ccccc1C1(CCNC(C)c2cccs2)CCOC(C(C)C)C1 (configuration not stated) | -5 | 4 | · | 1 | -4 | -5 | 3.4
28 | CC(C)=N/N=C(/c1ccc([N+](=O)[O-])cc1)C12CN3CN(CN(C3)C1)C2 | · | 2 | 2 | 4 | -72 | 3 | ·
29 | CCc1nnc(SCC(=O)Nc2ccc(F)cc2)o1 | -5 | -1 | -2 | -4 | -1 | ? | 3.1
30 | Cc1cccc(NC(=S)NCC(c2ccccc2)N(C)C)c1 (configuration not stated) | 2 | 2 | -2 | · | 1 | -2 | -0.6
31 | CC(C)NC(=O)N(C)C[C@H]1Oc2cc(C3=CCCCC3)ccc2S(=O)(=O)N([C@@H](C)CO)C[C@H]1C | -5[16.7 µM] | -1 | 1 | 0 | 2 | -12 | 0.2
32 | Cc1ccccc1C(=O)Oc1cc(N)n(S(C)(=O)=O)n1 | -1 | -5 | -6 | 1 | 1 | · | -3.5
33 | Cc1cccc(C(=O)OC2CCN(C)CC2)c1 | 6 | 2 | 0 | -7 | -4 | 8 | ·
34 | CO[C@@H]1CN(C)C(=O)c2ccc(NS(=O)(=O)c3cccc(F)c3)cc2OC[C@H](C)N(Cc2cc(F)ccc2F)C[C@@H]1C | · | -4 | -1 | · | 1 | 28* | -6.6
35 | CCCCCCCCN1C(=O)[C@H](CC(=O)NCC23CC4CC(CC(C4)C2)C3)C[C@@]2(C(=O)OC)CC(C)(C)CC=C12 | · | 0 | 0 | -9 | 0 | -8 | -2.8
36 | CC(C)NC(=O)N(C)C[C@H]1Oc2ccc(NC(=O)Nc3ccccc3)cc2CC(=O)N([C@H](C)CO)C[C@@H]1C | 3[16.7 µM] | -2 | 0 | 0 | 3 | -3 | 0.4
37 | CC(=O)c1ccc(NC(=O)C2CCCC2)cc1 | -4 | 0 | -1 | -2 | -2 | 6 | -1.6
38 | COc1ccccc1C#Cc1ccc2c(c1)O[C@H](CN(C)Cc1ccncc1)[C@@H](C)CN([C@H](C)CO)S2(=O)=O | 0[16.7 µM] | -3 | -1 | -4 | -2 | 12 | 3.4
39 | C#CCOCCOCCOCCNc1nc(N2CCN(C(=O)[C@H]([C@@H](C)O)n3cc(CCCCN)nn3)CC2)nc(N2CCN(C(=O)[C@H]([C@@H](C)CC)n3cc(CCCN=C(N)N)nn3)CC2)n1 | -3 | -5 | · | · | -54 | -4 | 1.8
40 | COc1ccc(-c2nc3ccccc3nc2-c2ccccc2)cc1OC | 6 | 3 | 1 | 17* | 1 | -6 | 2.8

Part of the list above with just ERAP1 HTS inh:
| no. | SMILES | ERAP1 HTS inh |
| --- | --- | --- |
| 36 | CC(C)NC(=O)N(C)C[C@H]1Oc2ccc(NC(=O)Nc3ccccc3)cc2CC(=O)N([C@H](C)CO)C[C@@H]1C | 0 |
| 38 | COc1ccccc1C#Cc1ccc2c(c1)O[C@H](CN(C)Cc1ccncc1)[C@@H](C)CN([C@H](C)CO)S2(=O)=O | -1 |

(next part)
entry | smiles | miR-122 sensor | ERp5 inh | ERAP1 HTS inh | SIRT5 inh | CASP6 VEID inh | DENV2 CPE | CFTR F508del cor
41 | O=C(c1ccc2ccccc2c1)N1CCN(Cc2ccccc2)CC1 | -1 | 2 | -2 | 0 | -1 | -3 | 11*
42 | COc1cc(CC(=O)OCC(=O)Nc2cccc([N+](=O)[O-])c2)cc(OC)c1OC | · | 0 | 6 | 4 | 3 | -4 | ·
43 | CN1CCN(C(=O)c2ccc(Oc3ccc([N+](=O)[O-])cc3)cc2)CC1 | -4 | 3 | 10 | 6 | -1 | -6 | 1.0
44 | COc1cccc(C(C(=O)NCC2CCCO2)N(CC2CCCO2)C(=O)CN2C(=O)c3ccccc3S2(=O)=O)c1 (configuration not stated) | · | 2 | -1 | -2 | -1 | -9 | -1.9
45 | CCn1c(SCC(=O)NCCc2ccccc2)nc2sc3c(c2c1=O)CCN(C)C3 | 9 | 6 | -2 | -14 | -3 | -3 | 0.3
46 | COc1cc(-c2coc3c(C(=O)NCc4ccccc4)cccc23)ccc1O | -1 | 12 | 1 | -2 | 1 | 0 | -3.4
47 | O=C(Nc1ccc(Oc2cccc(C(F)(F)F)c2)nc1)c1ccco1 | -3 | -1 | 0 | -1 | 0 | -3 | -4.7
48 | Cc1ccc(CCN2CC(C(=O)NCc3cccnc3)CC2=O)cc1 (configuration not stated) | -2 | -3 | · | · | -2 | -9 | 0.1
49 | C[C@H](O)C#Cc1ccc([C@@H]2[C@@H](CO)N3CCCCN(C(=O)c4ccncc4)C[C@@H]23)cc1 | 0[16.7 µM] | 0 | 6 | 1 | -1 | -17 | 1.0
50 | CO[C@@H]1CN(C)C(=O)c2ccc(NS(C)(=O)=O)cc2OC[C@H](C)N(Cc2nccs2)C[C@@H]1C | · | 2 | -3 | -1 | -7 | 72* | 2.7
51 | CCOc1ccc(CNn2cnnc2)cc1 | 5 | -1 | 0 | 1 | -2 | -4 | 2.6
52 | CC1CCN(S(=O)(=O)N2CCC(C(=O)NCCc3ccccc3)CC2)CC1 | 143* | -1 | -2 | 1 | -1 | 7 | -1.3
53 | O=C(N/N=C\c1cc(Br)cs1)c1ccncc1 | · | -3 | 5 | 0 | 2 | 3 | -0.8
54 | C[C@H](CO)N1C[C@H](C)[C@H](CN(C)Cc2ccccc2)OCCCC[C@H](C)Oc2ccc(NC(=O)Nc3ccc(F)cc3)cc2C1=O | -6[16.7 µM] | -2 | 4 | 2 | -1 | -6 | -0.7
55 | CCCC#Cc1ccc2c(c1)[C@@H]1[C@@H](CCN1C(=O)C1CCCCC1)[C@@H](CO)N2 | · | 0 | -1 | 9 | 2 | 6 | -1.0
56 | C#CCOCCOCCOCCNc1nc(N2CCN(C(=O)[C@H](CCCN=C(N)N)n3cc(C(N)[C@@H](C)CC)nn3)CC2)nc(N2CCN(C(=O)[C@H](CCC(=O)O)n3cc([C@@H](N)[C@H](C)CC)nn3)CC2)n1 (some centres not stated) | -7 | 2 | 0 | -5 | -162 | -1 | 3.9
57 | Cc1noc(C)c1NC(=O)Nc1ccc2c(c1)C(=O)N([C@H](C)CO)C[C@@H](C)[C@H](CN(C)C(=O)Nc1ccc3c(c1)OCO3)O2 | 6[16.7 µM] | -9 | 0 | 3 | 8 | 5 | -0.6
58 | CCNC(=O)[C@H]1[C@H](CO)[C@H]2Cn3c(ccc(C4=CCCC4)c3=O)[C@@H]1N2Cc1ccncc1 | 0[16.7 µM] | -5 | 1 | -7 | 1 | -5 | -3.4
59 | CCN(C(=O)COC(=O)c1c(NC(C)=O)sc(C)c1C)c1c(N)n(Cc2ccccc2)c(=O)[nH]c1=O | -4 | -6 | 0 | -5 | -5 | -4 | 0.1
60 | COCC#Cc1ccc2c(c1)O[C@@H](CN(C)C(=O)C1CC1)[C@H](C)CN([C@H](C)CO)S2(=O)=O | 7[16.7 µM] | -2 | 0 | 3 | 3 | -4 | -2.5
61 | Cc1cccc(N2CCN(C(=O)c3ccc4[nH]c(C)c(C)c4c3)CC2)c1C | 49 | 7 | 1 | -1 | -1 | -6 | 11*
62 | CC1CCN(c2c(NCc3ccc(C(=O)N4c5ccccc5CC4C)cc3)c(=O)c2=O)CC1 (configuration not stated) | 24 | -1 | 2 | 2 | 3 | 12 | -0.9
63 | O=C1C=C(NCc2ccccc2)c2ccccc2C1=O | · | 4 | -3 | -5 | 80* | 1 | -0.8
